# Compound activity (PubChem BioAssay)
# KLK7 zymogen act – proKLK7 zymogen activators, primary screen, biochemical, fluorescence intensity; Kallikrein-7 (Homo sapiens), P49862; purified proKLK7, EDANS-DABCYL substrate fluorescence; 100% is mature enzyme control, 0% vehicle; activation, % at 7 µM; 370,000 tested, 0.9% active; AID 652039, 2013;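 active = activation above the mean of all tested compounds plus 3 SD, computed per campaign excluding outliers beyond control limits, cut at about 13% in these data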
# ARFGAP1 inh – inhibitors of rat ARFGAP1 GAP activity, primary screen, biochemical, fluorescence polarization, GDP tracer. inhibition, % at 16.5 µM. 360,000 tested, 0.26% active. ADP-ribosylation factor GTPase-activating protein 1 (Rattus norvegicus), Q62848. Arfgap1-stimulated ARF1 GTP hydrolysis, GDP FP detection;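 active = inhibition above a per-plate limit, mean inhibition of low control wells plus 3 SD, cut at about 25% in these data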;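 also: 0% = DMSO wells with enzyme and 100% = wells lacking Arfgap1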
#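 System: truncated rat Arfgap1 GAP domain / Benchmarks: high control wells lacking Arfgap1, low control full reaction with DMSO / Times: compound-enzyme preincubation 20 min, reaction 120 min, detection 60 min, 25 °C / Repeats: one replicate per compound / Also added: human ARF1(Δ1-17)-GTP substrate / Measured by: Tracer-displacement fluorescence polarization with EDTA stop, 620/688 nm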
# ASAP1 GAP inh – inhibitors of human ASAP1 ArfGAP activity, primary screen, biochemical, fluorescence polarization. ASAP1-stimulated ARF1 GTP hydrolysis, GDP FP detection. inhibition, % at 16.5 µM. 360,000 tested, 0.19% active; in the data active = inhibition above about 25%;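 also: 0% = vehicle with enzyme and substrate and 100% = no enzyme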
# LEDGF integ inh – blockers of LEDGF/p75-dependent integrase strand transfer – biochemical, TR-FRET, high throughput, primary screen; 370,000 tested, 0.64% active; inhibition, % at 3.7 µM; TR-FRET IN-LEDGF/p75 DNA integration, Eu/Cy5; AID 743269, 2014;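 active = inhibition above the screen-wide mean plus 3 SD, cut at about 13% in these data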;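 also: signal is the Cy5 over europium emission ratio at 671 and 618 nm; 0% = plate median of compound wells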
# Tn7 DDE FP – inhibitors of Tn7 peptide binding to fibrin DD(E), primary screen, biochemical, fluorescence polarization, human fibrin, Tn7 probe | Fibrinogen beta chain (Homo sapiens), P02675 | 370,000 tested, 0.13% active | FP displacement of FITC-Tn7 peptide from fibrin DD(E); 0% = median of compound wells per plate | inhibition, % at 8.3 µM;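 active = inhibition above the mean of compounds falling within the control limits plus 3 SD of them, cut at about 14% in these data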;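 also: 0% = plate median of compound wells and 100% = 10 µM Aha-Tn7 peptide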
#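 Assay system: Fibrin-DD(E) protein isolated from polymerized human fibrin clots; read-out basis: percent inhibition; medium: Tris/NaCl/CaCl2 buffer, pH 7.8; signal: FP measurement; incubation: 10 min plus 3 h, room temperature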
# ADAM10 inh – human ADAM10 inhibitors, primary screen, biochemical, QFRET, HTS; Disintegrin and metalloproteinase domain-containing protein 10 (Homo sapiens), O14672; recombinant ADAM10, EDANS/DABCYL FRET peptide cleavage, 3 h; inhibition, % at 7 µM; 370,000 tested, 0.62% active; AID 720582, 2013;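 active = inhibition above a per-campaign cutoff equal to the mean of compounds falling between control-based bounds plus 3 SD, cut at about 20% in these data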;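 also: 0% = DMSO wells while the 100% control is not disclosed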
# TDP2 inh – human TDP2 enzyme inhibitors, primary screen, biochemical, epi absorbance, recombinant enzyme. 370,000 tested, 0.34% active. inhibition, % at 12.8 µM. T5PNP hydrolysis, p-nitrophenol absorbance 415 nm;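 active = inhibition above the mean of all tested compounds plus 3 SD, set per campaign, cut at about 25% in these data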;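 also: 0% = DMSO with enzyme and 100% = buffer with substrate but no TDP2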
#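 System: recombinant human TDP2 / Amount: 120 nM TDP2 per well / Also added: 5 mM T5PNP chromogenic substrate / Doses: 12.8 µM single point, 1% DMSO / Incubation: 2 h at 37 °C / Detection: p-Nitrophenol epi absorbance / Evaluation: % inhibition relative to enzyme-containing and enzyme-free wells / Repeats: singlicate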
# ADAM17 inh – ADAM17 inhibitors, primary screen, biochemical, QFRET | Disintegrin and metalloproteinase domain-containing protein 17 (Homo sapiens), P78536 | recombinant ADAM17, EDANS/DABCYL FRET peptide cleavage | inhibition, % at 6.95 µM | 370,000 tested, 0.83% active;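 active = inhibition above the mean of compounds lying between control limits plus 3 SD, set per campaign, cut at about 8.5% in these data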;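 also: 0% = DMSO-only wells as the low control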
# Tn6 DDE FP – inhibitors of Tn6 peptide binding to fibrin DD(E), primary screen, biochemical, fluorescence polarization, human fibrin, Tn6 probe; 370,000 tested, 0.21% active; Fibrinogen beta chain (Homo sapiens), P02675; Fibrin DD(E) TRITC-Tn6 fluorescence polarization displacement; inhibition, % at 8.3 µM; AID 720509, 2013;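 active = inhibition above a per-campaign cutoff: mean of compounds within control limits plus 3 SD, cut at about 15% in these data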;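 also: 0% = median of all compound wells on the plate and 100% = blocking peptide control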
# PLC-gamma1 inh – PLC-gamma1 enzyme inhibitors, primary screen, biochemical, fluorescence, purified enzyme. 1-phosphatidylinositol 4,5-bisphosphate phosphodiesterase gamma-1 (Homo sapiens), P19174. fluorogenic substrate. inhibition, % at 12.2 µM. 370,000 tested, 0.84% active. AID 720700, 2013; in the data active = inhibition above about 9.5%
# Target sequence (P19174 whole entry, looked up): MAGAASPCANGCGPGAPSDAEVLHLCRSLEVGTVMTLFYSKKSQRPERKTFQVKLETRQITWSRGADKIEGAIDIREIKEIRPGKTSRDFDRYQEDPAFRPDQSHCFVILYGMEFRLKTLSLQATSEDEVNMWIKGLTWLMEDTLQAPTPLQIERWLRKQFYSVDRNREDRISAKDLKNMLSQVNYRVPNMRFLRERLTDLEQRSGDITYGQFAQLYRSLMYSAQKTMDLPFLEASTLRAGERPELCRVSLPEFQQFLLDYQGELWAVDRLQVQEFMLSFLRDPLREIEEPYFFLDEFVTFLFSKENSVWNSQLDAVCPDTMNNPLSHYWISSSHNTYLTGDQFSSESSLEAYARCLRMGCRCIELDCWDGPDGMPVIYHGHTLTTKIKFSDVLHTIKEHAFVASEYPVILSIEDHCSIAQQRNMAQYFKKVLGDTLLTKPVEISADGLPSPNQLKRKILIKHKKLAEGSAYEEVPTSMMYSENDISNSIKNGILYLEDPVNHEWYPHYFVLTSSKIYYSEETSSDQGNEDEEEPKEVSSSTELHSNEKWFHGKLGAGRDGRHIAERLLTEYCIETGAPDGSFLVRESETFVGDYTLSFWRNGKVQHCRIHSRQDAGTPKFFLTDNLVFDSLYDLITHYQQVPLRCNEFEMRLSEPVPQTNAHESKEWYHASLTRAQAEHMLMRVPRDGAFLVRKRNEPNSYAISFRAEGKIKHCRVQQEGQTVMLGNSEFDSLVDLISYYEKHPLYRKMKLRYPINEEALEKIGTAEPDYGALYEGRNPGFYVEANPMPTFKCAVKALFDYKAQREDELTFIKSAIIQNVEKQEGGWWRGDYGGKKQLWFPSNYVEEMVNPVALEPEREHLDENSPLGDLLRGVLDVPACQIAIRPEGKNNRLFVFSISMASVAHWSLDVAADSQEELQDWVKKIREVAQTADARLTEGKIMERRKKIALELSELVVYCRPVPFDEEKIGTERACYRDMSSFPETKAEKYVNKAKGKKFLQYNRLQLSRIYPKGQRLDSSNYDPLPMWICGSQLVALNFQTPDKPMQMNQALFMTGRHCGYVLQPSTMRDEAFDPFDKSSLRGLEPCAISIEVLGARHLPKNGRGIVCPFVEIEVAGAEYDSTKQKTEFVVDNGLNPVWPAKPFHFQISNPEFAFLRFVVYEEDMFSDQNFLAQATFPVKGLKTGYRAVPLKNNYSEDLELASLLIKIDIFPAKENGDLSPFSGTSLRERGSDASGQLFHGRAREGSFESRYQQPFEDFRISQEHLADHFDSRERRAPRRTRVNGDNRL
# * hit, by the source's call; i = inactive; nt = not tested or not shown.
no.	KLK7 zymogen act	ARFGAP1 inh	ASAP1 GAP inh	LEDGF integ inh	Tn7 DDE FP	ADAM10 inh	TDP2 inh	ADAM17 inh	Tn6 DDE FP	PLC-gamma1 inh	SMILES
1	0.0	3	10	6	-3	-5	4	-2	0	-4	Cc1ccc(C)c(OCC(=O)N2CCN(c3ncccn3)CC2)c1
2	0.5	-9	5	-2	5	-6	10	-2	-1	-25	COc1ccc(C(=O)c2ccc(N(C)C)cc2)c(OC)c1
3	-0.1	9	1	3	0	-3	15	-3	-7	1	Cc1ccccc1NS(=O)(=O)c1cc2c3c(c1)C(C)C(=O)N3CCC2 (centres undefined)
4	1.1	-5	20	0	-2	2	-5	1	2	3	COc1ccc(CC(=O)O/N=C(\N)Cc2ccc(OC)cc2)cc1
5	1.2	14	-6	1	2	0	-1	-1	-1	1	Brc1cc(Br)cc(CN2CCSCC2)c1
6	-0.4	-9	8	1	9	-13	10	-6	-11	-8	O=C(O)c1ccc(NC(=S)NC(=O)c2ccc(-c3ccc(Br)cc3)o2)cc1
7	0.5	-11	1	-5	0	-6	2	-8	0	-1	COc1ccc(S(=O)(=O)NC2CC(=O)N(c3ccccc3)C2)cc1C (centres undefined)
8	0.4	-1	-6	0	3	-12	-3	2	8	0	CC1CCC(NC(=O)CSc2nncn2C)CC1 (centres undefined)
9	-0.2	1	-4	-2	5	-12	0	-2	2	1	Cc1ccc(NC(=O)Cn2sc3ccccc3c2=O)cc1
10	-0.5	5	9	3	3	2	2	-1	2	1	Cc1noc(C(=O)Nc2c(C)n(C)n(-c3ccccc3)c2=O)c1Cl
11	76*	0	0	-10	-5	i	-14	i	0	i	CCOC(=O)Cc1c(C)c2ccc(N(CC)CC)cc2oc1=O
12	-0.3	5	-12	-1	5	-4	0	-4	2	-1	COc1ccc(-n2ncc3c2CC(C)(C)CC3NC(=O)CCn2cncn2)cc1 (centres undefined)
13	0.0	-10	-12	2	-3	3	1	1	9	4	O=C(CCl)N1CCN(S(=O)(=O)c2ccc3c(c2)OCCCO3)CC1
14	-0.3	0	0	2	-2	-6	-8	-5	0	-1	Nc1c(S(=O)(=O)c2ccccc2)cnc2c(-c3ccc(F)cc3)cnn12
15	0.6	1	-5	1	5	-11	5	-7	3	0	CC(C)C1CC(c2csc(N)n2)CCO1 (centres undefined)
16	-0.7	15	2	2	-5	3	-10	1	0	7	Cc1ccccc1OCC(=O)NC1=NCCS1
17	0.6	-1	3	-4	3	1	6	-2	2	-1	CCOc1ccc(N(C)S(=O)(=O)c2ccc(C)c(C(=O)OCC(=O)c3c[nH]c4ccccc34)c2)cc1
18	0.1	-6	6	0	-1	1	4	-1	-8	1	COc1cccc(C2=NOC(C(=O)NCc3ccccc3)C2)c1 (centres undefined)
19	-0.2	-9	1	1	4	3	-13	-2	4	-5	CCc1ccc(OCC(=O)NNCC(=O)Nc2ccc(OC)cc2)cc1
20	0.0	nt	nt	-1	9	-6	7	-2	3	-3	COc1ccc(N2CCN(CCCNC(=O)Cc3ccc(C(F)(F)F)cc3)CC2)cc1
21	0.1	0	0	0	0	-5	5	-5	5	-3	COC(=O)[C@@H]1C[C@@]2(O)[C@@H](O)[C@@H](O)[C@@H](O)C[C@H]2N1Cc1ccc(-c2ccccc2)cc1
22	-0.5	-1	1	-3	1	1	9	0	-2	-1	CC(C)CCn1c(COc2ccccc2)nn(CCC#N)c1=S
23	-0.1	15	-4	-5	4	-3	-4	-2	8	-2	O=C(Nc1ccc(S(=O)(=O)N2CCOCC2)cc1)c1ccc2c(c1)S(=O)(=O)c1ccccc1C2=O
24	0.0	1	11	-2	-1	5	6	-3	-1	-1	CCOC(=O)[C@H]1[C@H]2COc3ccccc3[C@@H]2N2C(=O)c3ccc(Cl)cc3NC(=O)[C@@]12C
25	1.1	12	4	-1	-4	8	8	1	2	5	CN(C)S(=O)(=O)c1ccc(C(=O)OCC(=O)c2ccc(OC(F)F)cc2OC(F)F)cc1
26	0.5	-9	1	1	-4	3	2	-2	-10	-1	Cc1c(C(=O)Nc2nonc2-c2ccc(F)cc2)oc2ccc(F)cc12
27	0.3	6	2	-1	-4	-5	1	-3	-7	2	CN(C(=O)COC(=O)c1nc(Cl)ccc1Cl)C1CCS(=O)(=O)C1 (centres undefined)
28	-0.6	-7	-1	0	-3	-4	-13	1	7	4	Cn1c(NC(=O)c2ccc(Cl)s2)cc(=O)n(C)c1=O
29	-0.2	17	3	-2	3	-23	1	-6	1	-6	COc1ccc(-n2c(SCC(N)=O)nc3nc4c(cc3c2=O)COC(C)(C)C4)cc1
30	0.0	4	-11	2	0	-1	-15	-1	1	-7	N#C/C(=C\c1ccc[nH]1)C(=O)Nc1ccccc1[N+](=O)[O-]
31	-0.3	6	-6	4	4	-11	-5	-5	2	1	Cc1ccc2c(c1)C1(OCCCO1)C(=O)N2CC#N
32	-2.4	5	-14	-2	-4	4	-8	0	1	-10	c1ccc(-c2sc3ccccc3c2-c2ccc(OCCN3CCCC3)cc2)cc1
33	0.1	2	1	-1	-1	14	-3	2	-4	1	COC(=O)c1ccccc1NC(=O)C1CCN(S(=O)(=O)c2cc(C)ccc2OC)CC1
34	-8.3	18	11	5	-9	i	-28	i	2	i	COC(=O)C1=CN(Cc2ccc(OC)c(OC)c2)C=C(C(=O)OC)C1c1cccc(F)c1
35	-0.6	-4	-3	4	-1	-1	4	-3	6	-4	O=C(O)CC1CCCC(c2ccccc2)C1=O (centres undefined)
36	1.6	2	-2	4	-3	-2	-1	2	-2	1	CN(C(=O)c1cccc(NC(=O)Cc2ccc(NC(=O)C3CCCN(C(=O)c4ccccc4)C3)cc2)c1)C1CCCCC1 (centres undefined)
37	-0.5	-1	0	1	3	-1	13	-2	-1	1	CCCCNC(=O)C1(c2ccc(OC)cc2)CCOCC1
38	0.4	0	-5	0	-2	-2	12	-4	-3	0	Cc1ccc(-c2n[nH]c(=S)n2/N=C/c2sccc2C)cc1
39	0.1	nt	nt	0	5	-31	-4	-6	-4	-8	CCC(CO)Nc1cccc2c1S(=O)(=O)N(Cc1cn(Cc3cccc(C(F)(F)F)c3)nn1)Cc1ccccc1O2 (centres undefined)
40	-0.1	-2	9	0	-2	-10	16	1	-10	-1	CC(=O)c1c(C)[nH]c(C(=O)NCC2CCCCC2)c1C
41	-0.6	0	1	0	1	-1	-5	1	0	-2	O=C(Nc1ncc([N+](=O)[O-])s1)c1ccccc1Br
42	0.4	-7	11	1	-7	-2	2	4	-8	5	COc1ccccc1-n1cnnc1SCC(=O)Nc1cccc(S(=O)(=O)N2CCCCC2)c1
43	-0.2	-1	5	-1	-6	-6	-4	-3	-4	-2	O=C(CCc1ccccc1O)NC1CCCc2ccccc21 (centres undefined)
44	-0.1	5	-3	-2	-8	-4	5	0	8	0	Cc1ccc(NC2CCCN(C(=O)CCc3ccncc3)C2)cc1C (centres undefined)
45	0.1	0	-1	0	8	3	-7	-1	5	-1	CC(C)(C)N(Cc1ccccc1)C(=O)COC(=O)CNS(=O)(=O)c1ccc2ccccc2c1
46	-0.6	3	-1	-4	-6	-8	8	-5	-12	0	O=C(CSc1nncs1)NC1CCCc2ccccc21 (centres undefined)
47	-0.1	-6	-5	-3	7	-13	12	-5	-3	-2	CNC(=O)C[C@H]1C(=O)N(c2ccccc2)C[C@@H]1C
48	0.1	-8	6	0	-10	6	-9	1	-4	2	O=S1(=O)CC(O)C(Nc2ccc(Cl)cc2)C1 (centres undefined)

# Six structures from above, ordered by length of the SMILES, ascending:
no.	KLK7 zymogen act	ARFGAP1 inh	ASAP1 GAP inh	LEDGF integ inh	Tn7 DDE FP	ADAM10 inh	TDP2 inh	ADAM17 inh	Tn6 DDE FP	PLC-gamma1 inh	SMILES
46	-0.6	3	-1	-4	-6	-8	8	-5	-12	0	O=C(CSc1nncs1)NC1CCCc2ccccc21 (centres undefined)
43	-0.2	-1	5	-1	-6	-6	-4	-3	-4	-2	O=C(CCc1ccccc1O)NC1CCCc2ccccc21 (centres undefined)
40	-0.1	-2	9	0	-2	-10	16	1	-10	-1	CC(=O)c1c(C)[nH]c(C(=O)NCC2CCCCC2)c1C
44	-0.1	5	-3	-2	-8	-4	5	0	8	0	Cc1ccc(NC2CCCN(C(=O)CCc3ccncc3)C2)cc1C (centres undefined)
47	-0.1	-6	-5	-3	7	-13	12	-5	-3	-2	CNC(=O)C[C@H]1C(=O)N(c2ccccc2)C[C@@H]1C
45	0.1	0	-1	0	8	3	-7	-1	5	-1	CC(C)(C)N(Cc1ccccc1)C(=O)COC(=O)CNS(=O)(=O)c1ccc2ccccc2c1
